Source: PubChem (several laboratories)
KKLEB cytotox: CF airway cell cytotoxicity counter-screen; KKLEB CF airway cells viability, ATPlite luminescence, overnight; stronger effect = lower value; cells stimulated with P. aeruginosa culture filtrate; activity change (cytotoxicity), % at 5 µM; AID 602141; actives 0.36% (n = 360,000);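 active = corrected activity change at or below -50% at 5 µM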
PDI turbidity: inhibitors of human protein disulfide isomerase; actives 0.052% (n = 350,000); inhibition, % at 10 µM; PDI insulin aggregation turbidity, A650, 90 min;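 active = mean inhibition across replicates of 30% or more, whatever share of single replicates reach that level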;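 note: absorbance from insulin aggregation driven by PDI reduction with DTT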
Target sequence (P07237 whole entry, looked up): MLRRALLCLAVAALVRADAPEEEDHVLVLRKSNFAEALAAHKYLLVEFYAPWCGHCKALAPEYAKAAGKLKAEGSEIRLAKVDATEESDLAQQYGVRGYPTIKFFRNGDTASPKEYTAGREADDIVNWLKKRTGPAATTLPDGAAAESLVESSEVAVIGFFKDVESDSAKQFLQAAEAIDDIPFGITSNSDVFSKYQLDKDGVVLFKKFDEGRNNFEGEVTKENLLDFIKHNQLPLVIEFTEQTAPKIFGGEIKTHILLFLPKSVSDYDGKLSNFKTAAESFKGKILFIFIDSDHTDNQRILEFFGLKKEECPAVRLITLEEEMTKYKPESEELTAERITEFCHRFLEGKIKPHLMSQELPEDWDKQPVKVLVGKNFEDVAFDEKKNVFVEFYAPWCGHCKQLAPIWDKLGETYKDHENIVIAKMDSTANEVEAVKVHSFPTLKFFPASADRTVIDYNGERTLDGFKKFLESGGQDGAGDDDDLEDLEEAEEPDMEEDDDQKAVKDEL
MITF TRPM1 inh: inhibitors of MITF-driven TRPM1 promoter in melanoma cells; actives 0.83% (n = 330,000); SK-MEL-5 TRPM1 promoter luciferase, 24 h; inhibition, % at 12.5 µM;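 active = mean inhibition across replicates of 60% or more, whatever share of single replicates reaches that level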; note: values of inactives mirror those of a sister screen read the other way
CF NFkB block: inhibitors of cystic fibrosis induced NF-kB; KKLEB NF-kB-GFP reporter, PAF-induced, GFP fluorescence overnight; inhibition, % at 5 µM; actives 0.86% (n = 360,000); AID 588850;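 active = at least 50% inhibition at 5 µM, scaled per plate between neutral and stimulator controls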;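 note: PAF is a Pseudomonas aeruginosa culture filtrate used as stimulus; plate controls were PAF-stimulated DMSO wells for no effect and unstimulated DMSO wells for full effect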
HIF-2a block: HIF-2a inhibition | inhibition, % at 18.8 µM | 786-0 RCC cells HIF-2a reporter, luciferase luminescence, overnight | actives 0.72% (n = 360,000);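 active = inhibition of the luminescence signal of 40% or more relative to plate controls, in a single-dose primary screen at 18.75 µM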
Peg3 promoter: inhibitors of Peg3 promoter; HeLa PEG-Prom luciferase reporter, luminescence, overnight; AID 588405; inhibition, % at 20 µM; actives 1.7% (n = 360,000);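 active = inhibition of at least 50% at 20 µM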
Shn3 3UTR inh: Schnurri-3 reporter inhibition in Clone20 osteoblasts | Clone20 osteoblast Shn3 3'UTR firefly luciferase, 24 h | inhibition, % at 12.5 µM | actives 0.52% (n = 360,000) | AID 588674;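 active = mean inhibition of at least 75% with every replicate also reaching 75%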;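 note: 0% = median of neutral control wells and 100% = pilot-screen positive control compound; some compounds past the cut are filed as inactive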
CaV13 FRET inh: Primary screen for inhibitors of IQ motif and Ca2+-dependent inactivation inhibitor domain binding in CACNA1D, Förster resonance energy transfer in living cells, …. actives 0.098% (n = 340,000). HEK cells, CFP/YFP FRET ICDI-IQ, plate reader, 10 min; percent FRET-ratio fall versus neutral wells. inhibition, % at 12.3 µM;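 active = mean replicate inhibition of at least 30% and at least 1% of replicates passing that level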;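 note: 0% = median of the neutral control wells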
NR2E3 ag-1: agonists of human NR2E3 nuclear receptor | inhibition of corepressor binding, % at 3.98 µM | AID 602229 | actives 0.35% (n = 360,000) | Q9Y5X4 | CHO-S Gal4-NCOR/VP16-NR2E3 two-hybrid, luciferase;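 active = inhibition above the mean of all tested compounds plus 3 SD, cut at about 70% in these data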;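 note: 0% = DMSO with NR2E3 transfected cells and 100% = cells lacking NR2E3 construct; higher means lower luciferase signal from less NR2E3 corepressor binding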
Target sequence (Q9Y5X4 whole entry, looked up, the tested form may be a part): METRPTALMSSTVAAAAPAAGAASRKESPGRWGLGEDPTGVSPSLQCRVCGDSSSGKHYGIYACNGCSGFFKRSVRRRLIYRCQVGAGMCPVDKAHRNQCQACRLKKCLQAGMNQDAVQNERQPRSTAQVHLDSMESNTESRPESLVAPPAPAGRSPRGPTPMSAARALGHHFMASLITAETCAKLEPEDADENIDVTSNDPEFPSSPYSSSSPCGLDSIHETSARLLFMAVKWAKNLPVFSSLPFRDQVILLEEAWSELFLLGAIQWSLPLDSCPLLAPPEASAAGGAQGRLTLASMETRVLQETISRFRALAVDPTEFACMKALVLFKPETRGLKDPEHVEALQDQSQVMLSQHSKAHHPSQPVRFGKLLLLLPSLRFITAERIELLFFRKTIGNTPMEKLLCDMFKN
Vif inh: blocks HIV Vif function. HEK293T cells, Vif self-association by quenched fluorescence, imaging, 24 h. AID 602346. actives 0.35% (n = 340,000). inhibition, % at 7.49 µM; in the data active = inhibition above about 50%, passing the limit was not always enough; note: some results filed as inactive read as strong as hits
NR2E3 ag-2: NR2E3 (human) agonism; AID 2300; Q9Y5X4; inhibition of corepressor binding, % at 4.78 µM; actives 0.12% (n = 320,000); GST-NR2E3/biotin-RetCOR TR-FRET, 1536-well;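 active = percent inhibition above the cutoff of mean plus 3 SD of all tested compounds, set per screening campaign, cut at about 20% in these data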;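 note: 0% = DMSO wells and 100% = biotin wells as full block of FRET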
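Assay system: NR2E3–RetCOR corepressor complex. Quantity: 1.35 nM GST-NR2E3. Buffer or medium: pH 7.5 Tris-based buffer. Reagent: biotinylated RetCOR corepressor at 7 nM final. Schedule: 5 h at 4 °C. Detection: TR-FRET, emission read at 617 and 671 nm. Replicates: one well per compound, singlicate testing.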
The depositor's hits bear a star; . = no result given.

1: O=C(NCc1ccco1)c1cnn2c(C(F)F)cc(-c3ccccc3)nc12
2: CCCCCC(=O)Nc1ccc(N2CCN(C(=O)c3ccccc3)CC2)cc1
3: COc1ccc(S(=O)(=O)N(C)c2ccc(C(=O)N3CCC(C(N)=O)CC3)cc2)cc1OC
4: CCOc1ccc(S(=O)(=O)NCCC(=O)OCC(=O)c2ccc(NC(C)=O)cc2)cc1
5: COc1ccc(CN2CCC(=O)N([C@H](CO)CC(C)C)CC2)cc1OC
6: c1ccc2oc(SCc3nc4ccccc4s3)nc2c1
7: COC(=O)C(Cc1ccc(O)cc1)NC(=O)Cn1cc(C)c(=O)[nH]c1=O (stereo not drawn)
8: CC(Sc1nncs1)C(=O)Nc1ccc2c(c1)OCCO2 (stereo not drawn)
Compound	1	2	3	4	5	6	7	8
KKLEB cytotox	-12	5	-5	8	6	-10	-18	-9
PDI turbidity	-1	-8	5	7	3	-5	8	-16
MITF TRPM1 inh	22	32	-4	9	-2	-53	5	-17
CF NFkB block	-6	-7	1	-4	-5	1	-1	10
HIF-2a block	10	14	10	-4	3	-194	8	-86
Peg3 promoter	12	10	-9	-10	14	-211	-4	-102
Shn3 3UTR inh	-5	-8	-4	-10	-4	-78	-12	-39
CaV13 FRET inh	-5	-2	-3	-5	-5	.	-6	-13
NR2E3 ag-1	-10	1	-26	-9	6	-106	-32	8
Vif inh	-6	-3	10	-12	-6	-1	11	-9
NR2E3 ag-2	1	-2	2	3	4	3	.	2

9: Cc1cccc(C(=O)Nc2ccc(C(=O)Nc3ccc(O)cc3)cc2)c1
10: CCSc1ccccc1-c1nc(-c2ccncc2)no1
11: Cc1nc2ccc(S(=O)(=O)N(C)CC(=O)N3CCc4ccccc43)cc2s1
12: O=C(Cn1cnc2c(nnn2-c2cccc(Cl)c2)c1=O)N1CCOCC1
13: Cc1cccc(NC(=O)c2ccc(C3SCC(=O)N3CCc3ccccc3)cc2)c1C (stereo not drawn)
14: O=C(NCc1ccc(Cl)cc1)N1CCOCC1
15: CCCNc1c(NC(=O)C2CCC(C)CC2)c(=O)oc2ccccc12 (stereo not drawn)
16: Cn1cnnc1SCC(=O)NCc1ccccc1
Compound	9	10	11	12	13	14	15	16
KKLEB cytotox	14	11	-7	20	-5	-1	3	7
PDI turbidity	2	3	0	.	0	3	-2	-2
MITF TRPM1 inh	8	-20	5	-2	13	-1	10	-9
CF NFkB block	-23	-2	5	1	6	-2	4	-13
HIF-2a block	-1	-125	23	9	23	12	4	6
Peg3 promoter	30	-76	21	13	30	2	9	8
Shn3 3UTR inh	-1	-37	5	-22	39	12	5	-27
CaV13 FRET inh	-11	-5	-5	-7	-4	-5	-3	6
NR2E3 ag-1	-4	-40	11	-2	13	2	-25	12
Vif inh	5	-2	6	-9	-10	50*	-9	-16
NR2E3 ag-2	-1	4	5	2	4	1	3	1

17: COc1ccc(-c2noc(CCC(=O)N3CCN(c4ccc(F)cc4)CC3)n2)cc1
18: O=C(c1ccc(OC2CCN(CCc3ccccc3)CC2)cc1)N1CCCC(CO)C1 (stereo not drawn)
19: O=[N+]([O-])c1cc(/C=N/N/C(=N/c2ccccn2)c2ccccn2)ccc1O
20: COCCCNC(=S)NCCNc1nc2cc(C)cc(C)c2cc1C#N
21: CCOC(=O)c1nn(-c2ccc(OCC)cc2)c2nc(-c3ccco3)c(C#N)c(=O)n12
22: OCc1nc2nc(Cl)c(Cl)nc2[nH]1
23: Cc1ccc2[nH]c(=O)c3cc(C(=O)N(C)c4ccccc4C)sc3c2c1
24: CNc1ncnc2sc(-c3ccccc3)cc12
Compound	17	18	19	20	21	22	23	24
KKLEB cytotox	-1	0	4	1	6	-2	-7	-14
PDI turbidity	2	0	-2	-1	0	-1	-6	6
MITF TRPM1 inh	0	6	20	3	0	3	0	-21
CF NFkB block	12	6	11	-2	-26	-2	14	-9
HIF-2a block	-1	17	-93	-2	5	15	10	-54
Peg3 promoter	-1	2	-66	14	3	-3	5	-79
Shn3 3UTR inh	19	-10	20	4	7	-22	-7	-8
CaV13 FRET inh	-3	2	-7	3	-5	-4	-8	0
NR2E3 ag-1	-5	15	-80	-3	9	-21	-20	-25
Vif inh	.	-12	5	-4	3	9	2	-4
NR2E3 ag-2	.	0	6	4	0	-1	-1	0

25: NNC(=O)C(=O)NCCCN1CCOCC1
26: COc1ccc(CNC(=O)[C@H](Cc2c[nH]c3ccccc23)NC(C)=O)cc1OC
27: COc1ccc(NC(=O)CS(=O)c2ccc(F)cc2)cc1 (stereo not drawn)
28: Cc1ccccc1OC(C)C(=O)NCc1cccnc1 (stereo not drawn)
29: ClCCCc1cn(C[C@H]2CC[C@@H]([C@@H]3CC[C@H](Cn4cc(CCCCl)nn4)O3)O2)nn1
30: O=C(CCc1ccccc1)NNc1cc(N2CCCCC2)nc(N2CCCCC2)n1
31: COc1ccccc1CCNC(=O)Cn1c(=O)oc2ccccc21
32: O=C(CCN1C(=O)C2C3CCC(C3)C2C1=O)Nc1ccc([N+](=O)[O-])cc1 (stereo not drawn)
Compound	25	26	27	28	29	30	31	32
KKLEB cytotox	16	1	19	-8	2	-7	-14	3
PDI turbidity	3	5	-13	-3	-2	6	-1	-5
MITF TRPM1 inh	-8	0	-7	3	3	4	-6	-5
CF NFkB block	-14	-3	0	-5	-19	27	14	-17
HIF-2a block	13	15	-10	8	10	14	-6	-28
Peg3 promoter	-3	17	2	18	3	-5	2	-36
Shn3 3UTR inh	9	6	-33	-7	-3	12	-11	-5
CaV13 FRET inh	-3	-2	.	-2	-9	-6	-5	2
NR2E3 ag-1	-24	13	-37	12	-8	6	2	-14
Vif inh	-9	-7	3	-3	-2	28	5	-3
NR2E3 ag-2	0	-1	-2	1	4	1	.	4

33: CCOc1ccc(CSC2=NCCN2)cc1[N+](=O)[O-]
34: CC(C)NC(=O)c1cc(C2CCCCN2C(=O)c2ccc(C#N)cc2)on1 (stereo not drawn)
35: S=c1[nH]nc(COc2ccccc2)n1/N=C/C(Cl)=C/c1ccccc1
36: CCN(CC(=O)NCc1ccc(Cl)cc1)C(=O)COc1ccc(Cl)cc1Br
37: COc1ccc(NC(=O)CSc2nc3ccccc3nc2N2CCCC2)cc1
38: Cc1ccc2[nH]c(=O)c(C3C(C#N)=C(N)Oc4c3ccc3cccnc43)cc2c1 (stereo not drawn)
39: O=C(/C=C1\C(=O)Nc2ccccc21)/C=C1\C(=O)Nc2ccccc21
40: CS(=O)(=O)N(CC(=O)O)c1ccc(Oc2ccccc2)cc1
Compound	33	34	35	36	37	38	39	40
KKLEB cytotox	11	-2	-6	11	3	8	-4	10
PDI turbidity	14	0	11	12	.	-4	-2	0
MITF TRPM1 inh	4	.	4	11	11	17	46	1
CF NFkB block	0	-11	-16	-42	14	-23	8	-3
HIF-2a block	2	-17	35	-18	-13	10	39	16
Peg3 promoter	1	5	-18	22	15	50*	26	1
Shn3 3UTR inh	-13	7	12	3	6	51	81	-5
CaV13 FRET inh	9	-11	-5	-2	-6	-4	-2	-5
NR2E3 ag-1	-13	11	-13	18	-32	-43	-29	-7
Vif inh	16	-5	3	2	-4	-10	7	-5
NR2E3 ag-2	0	.	-1	-1	2	0	.	-2

41: O=C(Nc1ccccc1Cl)c1ccc(=O)[nH]n1
42: CCN(CC(=O)Nc1ccc2c(c1)CCC2)Cc1nc2ccccc2c(=O)[nH]1
43: COc1ccc(NC(=O)CCn2c(=S)[nH]c3ccccc3c2=O)cc1OC
44: CC(C)C(NC(=O)c1c(F)cccc1F)C(=O)NCc1ccncc1 (stereo not drawn)
45: CC(=O)Nc1ccc(OCC(O)Cn2c(C)nc3ccccc32)cc1 (stereo not drawn)
46: Cc1ccc(S(=O)(=O)N2CCCCC2)cc1NC(=O)COC(=O)c1ccc(=O)[nH]c1
47: Cc1nc(NCC2CCCO2)nc2c1C(=O)CC(C)(C)C2 (stereo not drawn)
48: Cc1ccc(SCC(=O)Nc2cccc(S(=O)(=O)N3CCOCC3)c2)cc1C
49: O=C(c1ccccc1)c1cccc[n+]1[O-]
50: COc1ccc(C)cc1S(=O)(=O)Nc1ccc2c(c1)OCCO2
Compound	41	42	43	44	45	46	47	48	49	50
KKLEB cytotox	11	-4	-12	-7	14	3	12	-1	-5	5
PDI turbidity	-8	-2	-7	5	-1	5	-4	4	-18	-2
MITF TRPM1 inh	26	9	-18	5	9	-2	2	-2	-7	-12
CF NFkB block	3	-4	26	26	-10	-5	-17	-3	-1	-9
HIF-2a block	-38	-60	-10	7	15	-5	-4	9	14	19
Peg3 promoter	31	-10	-23	4	23	-4	14	5	27	13
Shn3 3UTR inh	-17	3	9	4	11	-5	6	0	-4	19
CaV13 FRET inh	-4	2	-2	-6	.	-5	-8	-6	-5	-20
NR2E3 ag-1	-2	-23	-5	-52	-4	-22	17	-10	-47	-19
Vif inh	11	-1	1	-2	3	-3	2	-2	-1	7
NR2E3 ag-2	1	-1	3	.	0	3	3	1	3	0
